DAX1 inh-1 = inhibits human nuclear receptor DAX1 | AID 504766 | P51843 | 340,000 compounds, 0.99% hits | HEK293 Gal4-DAX1 luciferase reporter, luminescence | inhibition, % at 6.75 µM;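 active means inhibition above the mean over all tested compounds plus 3 SD, cut at about 4.2% in these data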;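 further: 0% = DAX1-transfected cells with DMSO and 100% = empty-vector control cells with DMSO; inhibition shows as a rise in luminescence from relieved DAX1 repression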
Target sequence (P51843 207-470 limits assumed): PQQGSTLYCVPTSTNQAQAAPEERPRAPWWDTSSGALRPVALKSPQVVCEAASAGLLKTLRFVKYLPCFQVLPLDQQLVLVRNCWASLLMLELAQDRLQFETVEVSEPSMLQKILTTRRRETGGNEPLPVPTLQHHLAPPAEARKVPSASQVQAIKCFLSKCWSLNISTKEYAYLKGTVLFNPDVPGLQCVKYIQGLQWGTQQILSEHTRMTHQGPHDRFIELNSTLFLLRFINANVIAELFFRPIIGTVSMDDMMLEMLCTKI
hcDAF-12 act = activates DAF-12 receptor from parasite H. contortus | activation, % at 6.8 µM | HEK293 hcDAF-12 lit1-tk-luc reporter, luminescence; 0% DMSO, 100% Δ7-dafachronic acid | AID 652067 | 370,000 compounds, 1.4% hits;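 active means activation above the mean of all tested compounds plus 3 SD, cut at about 5.5% in these data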;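 further: 100% = response to 3 µM Δ7-dafachronic acid high control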
HGIII-sPLA2 inh = Inhibits HGIII-sPLA2 liposome hydrolysis, primary screen; 370,000 compounds, 0.56% hits; QFRET BODIPY PC-A2 liposome hydrolysis, fluorescence; inhibition, % at 12.2 µM; Q9NZ20;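 active means inhibition above mean plus 3 SD of compounds lying within the high and low control bounds, cut at about 19% in these data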;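 further: 0% = median of test compound wells and 100% = no enzyme DMSO wells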
hgDAF-12 ag = activates the H. glycines DAF-12 receptor ligand-binding domain. HEK293 GAL4-hgDAF12 UAS-luciferase reporter, agonist luminescence; normalized to butyrate control. activation, % at 6.8 µM. 370,000 compounds, 1.8% hits. AID 687014;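 active means activation above a cutoff set at the mean of all screened compounds plus 3 SD, cut at about 10% in these data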;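 further: 0% = DMSO wells and 100% = sodium butyrate wells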
ssDAF12 agonist = activates DAF-12 receptor from parasite S. stercoralis. AID 652126. activation, % at 6.8 µM. 370,000 compounds, 1% hits. HEK293 ssDAF-12/GRIP1 lit1-tk-luc reporter, luminescence; % of 3 µM dafachronic acid response;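 active means activation above the mean over all tested compounds plus 3 SD, cut at about 0.9% in these data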;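 further: 0% = DMSO-only wells and 100% = 3 µM delta7-dafachronic acid wells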
GC-A act = GC-A (human) enzyme activation; AID 1671463; activation, % at 10 µM; P16066; HEK293 GC-A cells, cGMP TR-FRET, EC30 ANP; 0% at EC30 ANP, 100% saturating ANP; 370,000 compounds, 0.14% hits; in the data active means activation above about 40%
FXN GAA850 act = activators of GAA850 frataxin (FXN) promoter | HEK293 lucGAA850 FXN promoter luciferase reporter, 24 h; percent of 10 µM SAHA response | activation, % at 6 µM | 360,000 compounds, 0.56% hits;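 active means activation above the average of all compounds screened plus 3 SD, cutoff fixed separately per campaign, cut at about 7.5% in these data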;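 further: 0% = DMSO wells and 100% = 10 µM SAHA wells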
NPR2 activator = GC-B (human) receptor activation; AID 1920062; activation, % at 10 µM; P20594; 370,000 compounds, 0.11% hits; HEK293-GC-B cells, CNP EC30, cGMP TR-FRET; 0% at EC30 CNP, 100% saturating CNP;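 active means activation at 10 µM reaching about 35% in either raw or pattern-adjusted values, limit read from the data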
SMARCA2 act = activators of SMARCA2 function. MG213 cells, MMTV-luciferase reporter, dexamethasone, overnight. AID 652017. activation, % at 9.1 µM. 370,000 compounds, 1% hits; in the data active means activation above about 7.8%;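 further: 0% = vehicle wells and 100% = reference activator wells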
ADAM10 inh = inhibitors of human ADAM10; recombinant ADAM10, EDANS/DABCYL FRET peptide cleavage, 3 h; inhibition, % at 7 µM; 370,000 compounds, 0.62% hits; AID 720582;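 active means inhibition above a per-campaign cutoff equal to the mean of compounds falling between control-based bounds plus 3 SD, cut at about 20% in these data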;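 further: 0% = DMSO wells while the 100% control is not disclosed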
Target sequence (O14672 214-748 limits assumed): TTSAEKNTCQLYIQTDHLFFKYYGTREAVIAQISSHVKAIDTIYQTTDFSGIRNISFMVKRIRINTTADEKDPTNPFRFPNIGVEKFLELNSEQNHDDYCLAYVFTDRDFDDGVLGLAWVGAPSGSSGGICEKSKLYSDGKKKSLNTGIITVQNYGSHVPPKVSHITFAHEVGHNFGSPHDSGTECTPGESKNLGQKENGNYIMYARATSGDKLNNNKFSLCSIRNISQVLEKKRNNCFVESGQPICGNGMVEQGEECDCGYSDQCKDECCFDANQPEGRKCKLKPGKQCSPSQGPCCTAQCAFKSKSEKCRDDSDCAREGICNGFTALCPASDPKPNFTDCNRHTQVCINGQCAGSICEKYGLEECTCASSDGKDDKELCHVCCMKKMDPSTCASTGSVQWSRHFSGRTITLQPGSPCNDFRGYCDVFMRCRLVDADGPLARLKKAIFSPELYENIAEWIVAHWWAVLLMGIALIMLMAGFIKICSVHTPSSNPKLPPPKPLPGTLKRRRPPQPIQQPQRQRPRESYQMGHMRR
DAX1 inh-2 = blocks DAX1 repression of SF-1 activated StAR promoter. HEK293T StAR-luciferase reporter, SF-1/DAX-1 repression relief. inhibition, % at 6.8 µM. 370,000 compounds, 1.1% hits. AID 652010;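 active means inhibition above the mean over all tested compounds plus 3 SD, cut at about 3.6% in these data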;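 further: 0% = DAX-1 cells with DMSO and 100% = cells lacking DAX-1 with DMSO; higher inhibition means more luminescence from relief of DAX-1 repression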
The depositor's hits bear a star; i = inactive; · = no result given; & = joins results of further samples.

item	mol	DAX1 inh-1	hcDAF-12 act	HGIII-sPLA2 inh	hgDAF-12 ag	ssDAF12 agonist	GC-A act	FXN GAA850 act	NPR2 activator	SMARCA2 act	ADAM10 inh	DAX1 inh-2
1	Cc1ccc(S(=O)(=O)N(C)C)cc1NC(=S)N1CCc2ccccc21	-0.4	0.0	3	0.3	-1.7	0	-1.2	0	0	-10	-0.4
2	COC(=O)[C@H]1C[C@@H]1[C@H](NS(=O)(=O)c1ccc2ccccc2c1)c1ccccc1	0.7	-0.6	-16	0.3	-0.8	-1	-0.9	0	3	8	0.0
3	CC(=O)c1ccc(N2CCN(S(=O)(=O)c3cccc(S(=O)(=O)N4CCOCC4)c3)CC2)cc1	-0.8	-1.7	3	3.4	-1.5	0	-0.7	4	1	-7	-0.3
4	COC(=O)C(CSCc1ccccc1)NC(=O)CSc1nc(C)cc(=O)[nH]1 (stereo not given)	·	-1.1	-5	-1.1	-0.4	1	2.0	-3	0	0	0.1
5	Nc1ccccc1-c1nc2ccccc2s1	2.3	11*	10	26*	1.9*	-1	7.2	-6	-1	i	2.9
6	CSc1cccc(CNC(=O)CC2C(=O)NCCN2CC(C)(C)C)c1 (stereo not given)	3.0	-1.8	-1	-0.8	-1.8	1	-0.2	3	-3	-39	-0.1
7	CCOc1ccc(N(CC(=O)Nc2ccccc2C)S(=O)(=O)c2c(C)[nH]c(=O)[nH]c2=O)cc1	0.0	-0.4	-10	-3.5	-0.9	3	1.3	11	1	-4	0.3
8	Cn1ncc([N+](=O)[O-])c1C(=O)N/N=C/c1cccc([N+](=O)[O-])c1	-0.1	-0.6	1	-2.2	-1.7	0	2.2	-3	1	-3	-0.8
9	CC(SC1=NCCS1)C(=O)Nc1nnc(-c2ccc(Br)cc2)s1 (stereo not given)	1.3	2.6	-5	5.7	-0.4	2	0.7	-3	3	-9	1.6
10	COc1ccc(-c2nc3c(Cl)cc(C(F)(F)F)cn3c2Cc2cccc(F)c2)cc1OC	·	0.2	-4	1.1	-1.3	14	·	15	1	-21	-0.9
11	O=[N+]([O-])c1cccc(N=Nc2ccc(O)cc2O)c1	0.1	2.5	-3	1.4	-1.6	7	-0.8	4	-4	-8	1.4
12	O=C(NCc1ccccc1)c1ccccc1	1.7	0.2	12	1.5	-1.0	1	2.8	-8	0	6	-0.4
13	CCCCOc1ccc(N2C(N)=NC(N)=NC23CCCCC3)cc1	0.9	-2.1	0	-3.2	-1.8	3	1.1	1	-3	3	-0.1
14	O=C(Cc1c(Sc2ccccc2)c2ccccc2n1Cc1ccccc1)NCCO	1.9	-0.5	-45	-2.1	-1.9	-18	1.5	-10	-5	30*	0.1
15	COc1ccccc1N1CCN(C(=O)c2cc3c(s2)CCCCC3)CC1	-0.3	-1.2	-2	-1.6	-1.5	3	0.3	1	-1	4	0.3
16	CCOc1ccc(C(=O)/C=C/c2ccc(OC)c(OC)c2)cc1	-2.0	-1.8	-11	-4.2	-2.3	3	0.7	-2	-1	-15	-1.3
17	Nc1ncnc(N2CCc3ccccc32)c1[N+](=O)[O-]	-0.8	-2.1	0	7.1	-1.8	5	-9.9	2	-4	-6	0.0
18	N#Cc1c(Sc2ncc(C(F)(F)F)cc2Cl)nsc1C/C=N\OCc1ccccc1Br	1.4	-0.6	-3	-0.1	-1.6	2	0.2	-4	1	1	-0.1
19	CC(C)CC(COCc1ccc(Cl)cc1)N1CCN(C(=O)c2ccc(Cl)cc2Cl)CCC1=O (stereo not given)	-0.4	-2.5	-19	-2.4	-1.7	-8	-1.5	-10	0	15	-0.9
20	COc1ccc(Cl)cc1S(=O)(=O)Nc1ccc2c(c1)n(C)c(=O)n2C	3.4	-1.9	-3	-4.0	-1.0	1	-1.1	1	-4	3	-0.2
21	O=C(COc1ccccc1)c1ccccc1	0.9	0.4	-2	2.1	-1.4	2	0.6	-2	0	0	0.6
22	COc1ccc(CCNS(=O)(=O)c2ccc(Br)cc2)cc1OC	0.8	-0.7	-12	-0.1	-1.0	-3	2.5	2	0	-5	-0.5
23	CNc1ccc(C=C2C=Cc3ccccc32)cc1	4.7*	9.1*	25*	15*	0.9	4	2.5	-3	1	41*	7.3*
24	CS(=O)(=O)c1ccc2nc(NC(=O)c3ccc(NS(=O)(=O)c4cccc([N+](=O)[O-])c4)cc3)sc2c1	-1.3	-1.0	-4	-1.3	-0.9	2	-0.6	-8	3	7	-0.4
25	CC1CCN(S(=O)(=O)c2ccc(C(=O)N3CCCC3C(=O)O)cc2)CC1 (stereo not given)	-0.3	0.6	1	-2.4	-1.5	-3	0.1	-6	4	-1	-1.3
26	Cc1ccccc1NS(=O)(=O)c1ccc2c(c1)n(C)c(=O)n2C	0.5	-0.7	0	0.9	-1.4	-1	-1.0	-1	-3	-7	0.1
27	Cc1ccc(N(CC(=O)N/N=C/c2ccc(OCC(N)=O)cc2)S(C)(=O)=O)cc1Cl	-0.1	-0.8	-3	-3.3	-0.4	-2	0.6	1	-1	6	-0.2
28	CC[C@H](C)[C@H]1CNC(=O)C(=O)N1CC1CCN(CCc2ccc(Cl)c(Cl)c2)CC1	-0.2	1.1	-4	4.7	-1.6	-3	0.3	-1	-1	-2	0.1
29	Cn1nc(C(C)(C)C)cc1C(=O)N1CCCCC1c1cc(C(=O)Nc2ccccc2)no1 (stereo not given)	·	-1.7	5	-1.8	-2.0	1	-0.8	7	-2	-5	-2.2
30	O=C(Nc1ccc(F)cc1)OCCOc1ccc([N+](=O)[O-])cc1	-0.8	-2.3	-4	-1.5	-1.6	2	1.0	-4	-2	-1	-1.1
31	Cc1c(C#N)c(N=CN(C)C)c(C(=O)c2ccc(Br)cc2)n1-c1ccccc1	-1.7	-1.8	-1	-4.6	-0.6	-35	3.1	-19	5	8	-0.3
32	O=C(NCc1csc(-c2cccs2)n1)C1CC1	1.8	-0.2	-5	3.3	-1.5	3	4.2	-4	3	-34	0.7
33	O=C(CN1CCN(CC(=O)Nc2ccc(Cl)cc2)CC1)Nc1ccc(F)cc1	-0.6	-0.7	-3	-1.9	-1.0	0	1.0	0	1	11	-0.7
34	Cc1ccccc1NCc1ccc(O)c2ncccc12	-1.3	-0.5	13	-0.6	-1.8	-1	2.7	-6	-4	1	-0.7
35	CN1CN=C(NS(=O)(=O)c2ccc([N+](=O)[O-])cc2)NC1	-0.1	1.9	1	0.4	-1.2	2	1.2	-3	2	-6	1.4
36	O=C(CSCc1cc(=O)n2nc(C3CC3)sc2n1)Nc1ccccc1Cl	0.0	0.2	5	3.0	-0.9	0	-0.5	2	1	-10	0.1
37	CC1(C)CC(CC(=O)Nc2ccccc2[N+](=O)[O-])C(=O)O1 (stereo not given)	-0.4	-1.7	1	-1.3	-1.5	2	0.9	5	-1	4	-0.5
38	CC(C)n1cnc2cc(NCc3ccccn3)ccc21	0.0	-1.3	8	-2.0	-2.0	-2	-2.0	-4	1	-16	1.1
39	COCCN(C(=S)Nc1cc(C)cc(C)c1)C(C)c1cccs1 (stereo not given)	-0.6	-1.5	3	5.5	-0.5	-1	1.4	1	-2	6	0.7
40	O=C(CN1CCN(CC(=O)Nc2ccccc2C(F)(F)F)CC1)Nc1ccccc1F	1.7	-1.5	0	1.2	-1.2	0	0.3	2	-3	11	0.8
41	COc1ccc(CC(=O)Nc2ccc(S(=O)(=O)Nc3cc(C)on3)cc2)cc1OC	0.1	-0.3&-2.0	-8&-2	-0.3&-2.1	-1.3&-1.1	-1&2	3.2	0&2	0&-2	-1&-3	-0.4&-0.3
42	Cc1cc(OCC(=O)Nc2cccnc2)c2c(C)cc(=O)oc2c1	0.3	-0.4	4	2.7	-1.2	-6	-1.1	-8	1	-127	0.1
43	COc1cc(C2C(S(=O)(=O)c3ccccc3)CON2C)ccc1OCc1ccc(F)cc1 (stereo not given)	·	-2.5	-7	-3.2	-1.0	4	·	-9	-1	2	0.1
44	O=C(NCc1cccnc1)Nc1cccc(C(F)(F)F)c1	-1.0	1.3	-1	1.5	-1.2	6	0.8	0	-3	3	0.1
45	C=CCN1[C@H](C)[C@H](c2ccccc2)Oc2cc(Br)ccc2S1(=O)=O	·	-0.6	7	-3.4	-1.4	-8	·	-5	-5	-10	-0.4
46	CCCc1cc(CN(C)C(=O)CC2C(=O)NCCN2Cc2ccccc2C)[nH]n1 (stereo not given)	0.3	3.2	-5	0.1	-0.6	0	0.6	1	0	-58	0.2
47	CC(=O)NC(NC(=S)Nc1c(C)n(C)n(-c2ccccc2)c1=O)C(Cl)(Cl)Cl (stereo not given)	0.5	-1.4	4	0.7	-1.1	3	0.4	10	1	-4	-0.1
48	CCn1c(COc2ccc(C)cc2)nnc1SCC(=O)Nc1ccc2c(c1)OCCO2	0.7	-1.7	5	1.2	-0.8	2	-3.8	2	1	-8	-0.3
49	COc1cccc(/C=N/n2cnc3c(cnn3-c3ccccc3)c2=O)c1	·	0.1	-1	-1.3	-1.4	2	-0.1	5	-2	-8	-0.4
50	CCOC(=O)c1ccc(Nc2nc(N3CCOCC3)nc(N3CCOCC3)n2)cc1	2.5	-1.2	8	1.5	-1.7	1	1.6	2	-2	-10	-0.1
51	Cc1ccccc1-c1noc(-c2cccs2)n1	0.4	3.8	2	1.9	-0.6	7	1.2	-3	0	-1	0.3

Screening results as filed in PubChem BioAssay.
